# TDP2 inh – TDP2 (human) inhibition, absorbance primary screen | recombinant TDP2, T5PNP hydrolysis, p-nitrophenol absorbance 415 nm | inhibition, % at 12.8 µM | O95551 | 370,000 tested, 0.34% active;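 active = inhibition above the mean of all tested compounds plus 3 SD, set per campaign, cut at about 25% in these data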;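 also: 0% = DMSO with enzyme and 100% = buffer with substrate but no TDP2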
# Target sequence (O95551 whole entry, looked up): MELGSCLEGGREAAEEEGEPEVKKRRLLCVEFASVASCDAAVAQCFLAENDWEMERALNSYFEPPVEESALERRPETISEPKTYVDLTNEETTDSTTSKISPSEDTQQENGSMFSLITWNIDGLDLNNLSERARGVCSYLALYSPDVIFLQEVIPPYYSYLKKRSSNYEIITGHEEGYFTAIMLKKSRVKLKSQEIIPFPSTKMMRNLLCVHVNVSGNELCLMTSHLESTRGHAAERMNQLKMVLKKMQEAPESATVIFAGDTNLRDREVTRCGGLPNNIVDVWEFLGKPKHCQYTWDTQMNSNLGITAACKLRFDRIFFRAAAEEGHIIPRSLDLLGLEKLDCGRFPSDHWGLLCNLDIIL
#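 Evaluation: % inhibition relative to enzyme-containing and enzyme-free wells. Material: recombinant human TDP2. Benchmarks: enzyme-free and DMSO wells. Timing: enzyme reaction with compound for 2 h at 37 °C. Compound dosing: 12.8 µM only. Measured by: p-Nitrophenol epi absorbance. Reagent: T5PNP substrate at 5 mM, a TopII-DNA adduct mimic. Replication: single well per compound.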
# PLC-gamma1 inh – PLC-gamma1 (human) inhibition, primary screen | P19174 | purified PLC-gamma1, fluorogenic substrate, fluorescence | inhibition, % at 12.2 µM | 370,000 tested, 0.84% active | AID 720700; in the data active = inhibition above about 9.5%
# ADAM17 inh – inhibits human ADAM17; P78536; recombinant ADAM17, EDANS/DABCYL FRET peptide cleavage; inhibition, % at 6.95 µM; 370,000 tested, 0.83% active;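 active = inhibition above the mean of compounds lying between control limits plus 3 SD, set per campaign, cut at about 8.5% in these data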;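 also: 0% = DMSO-only wells as the low control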
# LEDGF integ inh – blocks HIV-1 LEDGF/p75-dependent DNA integration. TR-FRET IN-LEDGF/p75 DNA integration, Eu/Cy5. inhibition, % at 3.7 µM. 370,000 tested, 0.64% active;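 active = inhibition above the screen-wide mean plus 3 SD, cut at about 13% in these data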;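 also: signal is the Cy5 over europium emission ratio at 671 and 618 nm; 0% = plate median of compound wells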
# ASAP1 inh – ASAP1 ArfGAP inhibition; ASAP1-stimulated ARF1 GTP hydrolysis, GDP FP detection; inhibition, % at 16.5 µM; AID 624377; 360,000 tested, 0.19% active; in the data active = inhibition above about 25%;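 also: 0% = vehicle with enzyme and substrate and 100% = no enzyme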
# Target sequence (Q9ULH1 325-724 limits assumed): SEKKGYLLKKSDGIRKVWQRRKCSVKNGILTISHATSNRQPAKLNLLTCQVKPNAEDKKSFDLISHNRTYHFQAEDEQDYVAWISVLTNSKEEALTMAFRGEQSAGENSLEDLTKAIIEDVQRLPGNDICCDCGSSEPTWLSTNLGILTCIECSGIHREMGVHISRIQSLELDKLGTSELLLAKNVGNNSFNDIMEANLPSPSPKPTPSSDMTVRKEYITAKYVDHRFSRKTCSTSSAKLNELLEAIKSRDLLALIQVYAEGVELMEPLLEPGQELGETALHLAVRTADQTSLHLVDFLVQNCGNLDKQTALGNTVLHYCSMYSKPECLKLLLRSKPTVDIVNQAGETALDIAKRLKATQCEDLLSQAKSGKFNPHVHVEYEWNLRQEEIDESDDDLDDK
# DDE Tn6 FP inh – disrupts Tn6 cyclic peptide binding to fibrin D-Dimer-E complex; inhibition, % at 8.3 µM; P02675; 370,000 tested, 0.21% active; Fibrin DD(E) TRITC-Tn6 fluorescence polarization displacement; AID 720509;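 active = inhibition above a per-campaign cutoff: mean of compounds within control limits plus 3 SD, cut at about 15% in these data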;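 also: 0% = median of all compound wells on the plate and 100% = blocking peptide control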
# DDE Tn7 FP inh – DD(E)-Tn7 binding inhibition, primary FP screen; inhibition, % at 8.3 µM; FP displacement of FITC-Tn7 peptide from fibrin DD(E); 0% = median of compound wells per plate; 370,000 tested, 0.13% active; AID 720508; P02675;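 active = inhibition above the mean of compounds falling within the control limits plus 3 SD of them, cut at about 14% in these data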;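 also: 0% = plate median of compound wells and 100% = 10 µM Aha-Tn7 peptide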
#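 Assay system: human fibrin DD(E) protein / Input: 2 µM fibrin DD(E) / Benchmarks: high control of 10 µM Aha-Tn7 peptide / Measured by: fluorescence polarization of the labelled Tn7 tracer / Medium: Tris buffer with calcium and detergent, pH 7.8 / Timing: 10 min compound pre-incubation, 3 h probe incubation at room temperature / Repeats: one replicate per compound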
# proKLK7 act – activates the human kallikrein-7 zymogen; AID 652039; purified proKLK7, EDANS-DABCYL substrate fluorescence; 100% is mature enzyme control, 0% vehicle; 370,000 tested, 0.9% active; activation, % at 7 µM; P49862;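 active = activation above the mean of all tested compounds plus 3 SD, computed per campaign excluding outliers beyond control limits, cut at about 13% in these data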
# Target sequence (P49862 whole entry, looked up): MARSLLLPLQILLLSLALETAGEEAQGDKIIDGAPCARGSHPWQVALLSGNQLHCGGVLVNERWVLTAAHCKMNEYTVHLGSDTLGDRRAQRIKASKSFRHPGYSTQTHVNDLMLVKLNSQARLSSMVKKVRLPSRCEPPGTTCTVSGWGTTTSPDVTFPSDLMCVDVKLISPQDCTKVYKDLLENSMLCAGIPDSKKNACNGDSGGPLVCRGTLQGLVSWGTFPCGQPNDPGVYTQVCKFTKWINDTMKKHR
# ADAM10 inh – ADAM10 inhibition, QFRET primary screen | O14672 | recombinant ADAM10, EDANS/DABCYL FRET peptide cleavage, 3 h | inhibition, % at 7 µM | 370,000 tested, 0.62% active | AID 720582;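 active = inhibition above a per-campaign cutoff equal to the mean of compounds falling between control-based bounds plus 3 SD, cut at about 20% in these data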;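 also: 0% = DMSO wells while the 100% control is not disclosed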
# ARFGAP1 inhibitor – inhibits rat ARF GTPase activating protein 1; AID 651572; Q62848; 360,000 tested, 0.26% active; inhibition, % at 16.5 µM; Arfgap1-stimulated ARF1 GTP hydrolysis, GDP FP detection;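 active = inhibition above a per-plate limit, mean inhibition of low control wells plus 3 SD, cut at about 25% in these data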;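 also: 0% = DMSO wells with enzyme and 100% = wells lacking Arfgap1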
#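 system = rat Arfgap1 catalytic domain, aa 1-136 | technique = FP, GDP Alexa 633 tracer displaced from anti-GDP antibody, 620/688 nm | compound = one concentration, 16.5 µM, DMSO 1.26% | medium = HEPES-based buffer, pH 7.5 | timing = compound-enzyme preincubation 20 min, reaction 120 min, detection 60 min, 25 °C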
# Active calls of the source: *; i = inactive; . = not tested or not shown. Some of the compounds tested, so the mix of outcomes need not match the whole.
SMILES,TDP2 inh,PLC-gamma1 inh,ADAM17 inh,LEDGF integ inh,ASAP1 inh,DDE Tn6 FP inh,DDE Tn7 FP inh,proKLK7 act,ADAM10 inh,ARFGAP1 inhibitor
CN1CCN(Cc2ccc3ccccc3c2)CC1,5.7,2.6,0.5,-3.0,1.0,6.7,-7.6,-0.1,-10.2,-8.6
COc1ccc(N/N=C/c2c(O)n(-c3ccc(C)c(C)c3)c(=O)[nH]c2=O)cc1,6.7,-8.7,-3.9,0.0,0.4,-0.8,-9.9,-0.5,-4.1,14.8
O=c1[nH]c(=O)n(-c2ccc(Cl)cc2)c(O)c1C=NCCN1CCCCC1,1.0,-0.3,4.3,-0.9,3.0,5.4,2.2,-0.3,4.8,3.6
Cc1ccc2cc(CNCCc3ccccc3C)c(=O)[nH]c2c1,-13.4,-45.6,-1.9,1.1,19.4,4.5,-8.8,1.5,-31.8,9.1
c1ccc(P(c2ccccn2)c2ccccn2)cc1,-2.8,1.3,-6.6,-4.9,-3.9,4.4,-3.5,0.8,-6.2,8.1
Cc1ccc(C)c(NC2=NCCCS2)c1,-3.1,2.1,0.0,-0.3,4.5,-1.3,-2.0,0.6,5.9,-10.7
CCOP(=O)(OCC)C1(O)C(=O)Nc2ccccc21 (stereo not given),1.8,-1.0,-6.9,-3.2,-3.5,0.7,6.2,0.6,-10.4,-8.4
O=C(NC1CCCCC1)N1Cc2ccc(Br)cc2-n2nncc2C1,-5.3,0.9,-4.9,-1.2,-12.3,-3.1,-6.5,0.1,-13.2,-0.2
CC1([N+](=O)[O-])COP(=O)(Nc2ccccc2F)OC1 (stereo not given),1.4,-2.7,-3.0,-0.2,-2.1,-0.9,-5.6,-0.7,-4.1,9.1
COc1ccc2c(c1O)C13CCN(C)C(C2)C1CCC(=O)C3 (stereo not given),-6.7,4.0,-2.8,5.8,-4.8,1.0,1.7,0.3,-3.0,8.4
NC(Cc1ccc(N(CCCl)CCCl)cc1)C(=O)O (stereo not given),4.3,-0.8,-0.4,-5.9,.,6.2,8.9,-0.5,-14.5,.
C/C(=N\NC(=O)c1ccccc1Cl)c1c(O)n(C2CCCCC2)c(=O)[nH]c1=O,-10.8,-2.5,-1.0,-3.1,-18.2,6.1,6.7,-0.1,-14.9,-2.4
Cc1nccc2c1[nH]c1ccccc12,-18.1,i,-389.2,0.5,14.3,-6.7,-4.8,36.5*,i,11.1
CCCCn1c(NS(=O)(=O)c2ccc(C)cc2)c(C(=O)OCC)c2nc3ccccc3nc21,71.2*,-173.9,-101.8,32.5*,18.6,-6.2,7.3,-2.4,-365.3,12.6
COc1ccccc1CN1CCNCC1,-0.1,2.5,-0.3,-0.7,0.0,-8.4,-3.9,0.7,-13.0,3.8
COc1ccc(C(=O)NC(=S)N2C[C@H]3C[C@H](C2)c2cccc(=O)n2C3)cc1OC,0.1,4.7,-1.0,-4.9,0.3,-5.9,-2.8,1.0,-17.9,18.3
C1CN(P2(N3CC3)=NP(N3CC3)(N3CC3)=NP(N3CC3)(N3CC3)=N2)CCO1 (stereo not given),-4.7,-2.2,-2.2,-2.3,7.7,2.9,3.3,-1.3,-15.4,6.0
Cn1c(O)c(C=Nc2cccc(C(F)(F)F)c2)c(=O)n(C)c1=O,1.0,5.8,-4.5,7.0,-10.6,-6.8,-3.4,-0.3,1.3,-9.0
COc1cc(C=C2C(=O)NC(=O)NC2=O)ccc1O,2.1,-0.3,-1.5,4.7,-11.8,-7.6,-0.5,-0.4,-3.5,-14.3
CCCn1c(C(=O)c2ccccc2OC)nc2ccccc21,0.6,-4.6,-3.3,0.2,1.6,-1.0,8.7,-1.2,1.5,4.5
CC(C)[N+](C)(CCC(C(N)=O)(c1ccccc1)c1ccccc1)C(C)C,7.6,0.2,-2.4,0.1,2.8,-3.7,-5.2,-0.1,-3.0,-1.1
CCCOC(=O)C1C2CCC(O2)C1C(=O)O (stereo not given),0.2,4.6,-4.0,-1.9,-11.3,6.3,-4.6,0.2,-3.4,1.6
CCOc1cc2c(cc1OCC)-n1cccc1C(c1ccc(F)c(OC)c1)NC2 (stereo not given),7.2,-1.6,0.6,1.0,-2.4,0.3,-3.5,0.4,-1.6,-11.0
Cc1ccc(Cn2nc(C(=O)Nc3ccc(Br)cc3)cc2C)cc1,-31.4,2.5,3.1,4.1,-13.3,-4.0,-5.5,-0.2,11.2,-5.0
Cc1cccc(OP(N)(N)=O)c1C,8.1,4.3,-2.2,-0.5,-3.2,-0.2,-3.1,0.1,-3.3,1.2
# Other structures follow.
SMILES,TDP2 inh,PLC-gamma1 inh,ADAM17 inh,LEDGF integ inh,ASAP1 inh,DDE Tn6 FP inh,DDE Tn7 FP inh,proKLK7 act,ADAM10 inh,ARFGAP1 inhibitor
COc1ccc(CCn2c(O)c(C=NCCCn3ccnc3)c(=O)[nH]c2=O)cc1OC,-2.4,2.0,-3.4,-0.8,-18.0,-2.5,-4.3,-0.3,5.7,10.4
COC(=O)Cn1cc(/C=C2\C(=O)NC(=O)N(c3ccccc3)C2=O)c2ccccc21,11.9,-3.4,-3.1,-3.7,-12.0,-0.8,-0.6,-0.3,-7.7,-2.4
Brc1ccc(CN2CCNCC2)s1,4.2,2.6,-0.9,-1.7,7.5,-2.6,5.3,0.1,7.7,5.3
COc1cc(CC2(CCc3ccncc3)C(=O)N(C)C(=O)N(C)C2=O)cc(OC)c1OC,7.2,0.9,-2.1,-2.3,-0.7,3.6,0.4,-0.5,-8.5,-3.6
N#Cc1c(N2CCNCC2)nc(-c2ccco2)c2c1CCCC2,-2.8,-70.9,-26.7,-1.6,-7.3,-0.9,6.3,0.9,-74.3,9.8
O=C(O)C1=CC2c3ccccc3C1c1ccccc12,-14.4,-2.8,-0.6,-4.2,13.4,-10.0,0.3,0.5,-6.6,4.4
O=c1ccc2cc(O[C@@H]3O[C@@H](CO)[C@H](O)[C@@H](O)[C@@H]3O)c(O)cc2o1,-12.2,i,i,-2.7,5.6,-3.8,5.3,65.5*,i,2.0
Cc1nc2ccc(Br)cc2c(=O)n1-c1ccc([N+](=O)[O-])c(C(F)(F)F)c1,-5.9,6.5,4.7,0.5,-3.4,-6.4,3.1,0.1,23.5*,0.1
O=C1NC(=O)N(Cc2ccco2)C(=O)/C1=C/c1cccn1CCOc1ccccc1Cl,9.7,-4.5,3.8,57.3*,-6.2,2.6,3.1,-0.1,5.2,-24.5
CC(C)CCOP(N)(=O)Oc1ccccc1Cl (stereo not given),15.7,1.5,-2.5,-3.9,-12.9,7.3,-4.6,1.2,3.0,-6.4
CN(CCc1ccccc1)Cc1ccccc1[N+](=O)[O-],0.7,-0.3,1.6,1.2,-11.5,3.7,1.1,-0.5,3.6,-0.4
Cn1c(O)c(Cc2ccc(OCc3ccccc3)cc2)c(=O)n(C)c1=O,-8.2,8.5,2.9,1.7,3.7,-0.7,3.0,0.3,3.8,-1.9
Cc1cc(OCC(=O)N2C[C@H]3C[C@@H](C2)c2cccc(=O)n2C3)c2c(C)c(C)c(=O)oc2c1,6.9,-83.3,-62.4,-0.5,-5.0,0.8,6.7,5.6,-224.6,3.1
COc1cc(C(=O)Nc2ccc(Br)cc2C(=O)c2ccccc2)cc(OC)c1OC,2.9,0.5,0.5,-1.6,1.3,0.3,1.1,25.6*,1.9,-4.6
COC(=O)C1=Nc2ccccc2/C1=C\c1c(O)n(C)c(=O)n(C)c1=O,6.0,-10.0,-14.9,0.6,6.5,1.7,-0.7,3.4,-38.2,0.3
CC(=O)NC1=C(N2CC2C)C(=O)C(NC(C)=O)=C(N2CC2C)C1=O (stereo not given),9.6,-0.8,0.2,4.2,8.6,5.6,-1.4,-0.4,-6.6,-14.3
Cn1c(O)c(C(=NCCN2CCCCC2)c2ccccc2Cl)c(=O)n(C)c1=O,3.4,1.4,0.9,0.6,0.2,-4.7,-2.6,-0.2,-0.8,0.6
O=C(Cc1ccccc1)N1CCN(C/C=C/c2ccccc2)CC1,-5.4,2.6,0.6,4.8,6.5,6.7,-1.3,-0.3,-6.7,5.0
COc1ccc(-c2cc(-c3ccccc3)[n+](C)c(-c3ccccc3)c2)cc1,9.1,i,-84.0,-1.4,-0.6,1.2,6.9,2.9,-316.4,6.4
Cc1ccc(/C=C2\C(=O)NC(=S)N(c3ccc(F)cc3)C2=O)o1,2.7,-9.2,-3.4,4.9,10.4,-0.2,-2.8,-0.2,-3.0,-8.9
Cc1noc(C)c1COc1ccc(C(=O)NCC2(N(C)C)CCCCC2)cc1,1.1,-0.2,-1.9,-1.9,1.3,-0.4,1.6,-0.5,-2.3,-5.5
O=c1[nH]c(=O)n(C2CCCCC2)c(O)c1C=NCCCn1ccnc1,2.8,2.5,-2.5,2.2,-4.1,1.4,0.3,0.0,-5.9,7.1
COC(=O)C(O)(c1ccc(N(C)C(=O)c2cccs2)cc1)C(F)(F)F (stereo not given),-2.5,1.6,0.5,-1.9,-4.1,-4.0,-1.4,0.0,-3.3,1.5
Clc1cccc(C2NCCc3[nH]cnc32)c1 (stereo not given),6.4,2.4,-1.9,-1.8,-1.5,0.0,-3.8,0.0,-2.9,-7.3
C[C@]12CCC3C(CC[C@H]4C[C@@H](O)CC[C@]34C)C1C[C@@H](Br)[C@H]2O (stereo not given in full),5.8,-0.2,0.0,-2.4,-7.3,-4.0,-2.2,-0.2,-8.4,-0.1
CCc1cc(=O)oc2c(C)c(OCC(=O)N3C[C@H]4C[C@@H](C3)c3cccc(=O)n3C4)ccc12,2.3,0.4,-10.7,1.4,-12.6,8.5,-5.5,-0.4,-45.6,0.1
O=C1NC(=O)[C@]2(Cc3ccccc3N3CCN(c4ccccc4)CC32)C(=O)N1Cc1ccccc1 (stereo not given in full),4.2,-10.1,2.4,8.9,-5.2,-9.6,-3.9,0.6,9.1,-4.5
COC(=O)C1=C(c2ccc(S(C)(=O)=O)cc2)C[C@@H]2CC[C@H]1N2C(=O)NCCCOC(C)C,-0.5,1.9,-7.3,3.0,3.1,3.5,-6.4,-0.3,-2.4,3.1
O=c1c2ccccc2nc(-c2ccccc2)n1-c1ccncc1,5.1,1.2,-1.6,2.1,5.9,4.2,-0.4,-0.5,-1.5,-5.5
